Source: PubChem BioAssay
CHRM1 PAM: human M1 muscarinic receptor positive allosteric modulators, primary screen, CHO-K1 cells, Fluo-8 calcium fluorescence, 1536-well. CHO-K1 hM1, ACh EC20; 0% = ACh EC20, 100% = maximal ACh. activation, % at 3 µM. actives 0.088% (n = 360,000). AID 588819, 2011; in the data active = activation above about 19%, passing the limit was not always enough
M4 ag: human M4 muscarinic receptor agonists, primary screen, CHO-K1 cells, Fluo-8 calcium fluorescence; CHO-K1 hM4/Gqi5; vehicle 0%, full acetylcholine response 100%; activation, % at 3 µM; actives 0.14% (n = 360,000);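 active = activation above the run mean over all test wells plus 3 SD, cut at about 32% in these data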;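 also: peak over basal fluorescence ratio per well then scaled between controls; 0% = DMSO wells and 100% = acetylcholine at EC100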
Target sequence (P08173 whole entry, looked up): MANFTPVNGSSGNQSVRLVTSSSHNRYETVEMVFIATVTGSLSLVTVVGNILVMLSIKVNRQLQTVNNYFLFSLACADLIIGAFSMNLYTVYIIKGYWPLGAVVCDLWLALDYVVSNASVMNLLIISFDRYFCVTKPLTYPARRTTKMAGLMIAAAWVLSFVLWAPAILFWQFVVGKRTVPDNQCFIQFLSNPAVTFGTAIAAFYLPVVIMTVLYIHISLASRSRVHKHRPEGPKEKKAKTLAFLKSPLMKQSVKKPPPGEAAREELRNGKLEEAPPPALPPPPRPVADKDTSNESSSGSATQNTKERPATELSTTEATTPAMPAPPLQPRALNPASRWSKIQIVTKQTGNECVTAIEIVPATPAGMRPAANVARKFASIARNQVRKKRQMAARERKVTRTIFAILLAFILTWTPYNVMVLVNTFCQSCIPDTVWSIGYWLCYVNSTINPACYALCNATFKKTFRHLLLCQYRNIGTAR
TAAR1 ag: human TAAR1 agonists, primary screen, Fluo-8 calcium fluorescence, CHO RD-HGA16 cells; vehicle wells 0%, saturating PEA agonist 100%; Trace amine-associated receptor 1 (Homo sapiens), Q96RJ0; AID 624467, 2012; activation, % at 3 µM; actives 0.99% (n = 360,000);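 active = activation above the mean activation of all test compounds in the run plus 3 SD, cut at about 38% in these data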
Target sequence (Q96RJ0 whole entry, looked up): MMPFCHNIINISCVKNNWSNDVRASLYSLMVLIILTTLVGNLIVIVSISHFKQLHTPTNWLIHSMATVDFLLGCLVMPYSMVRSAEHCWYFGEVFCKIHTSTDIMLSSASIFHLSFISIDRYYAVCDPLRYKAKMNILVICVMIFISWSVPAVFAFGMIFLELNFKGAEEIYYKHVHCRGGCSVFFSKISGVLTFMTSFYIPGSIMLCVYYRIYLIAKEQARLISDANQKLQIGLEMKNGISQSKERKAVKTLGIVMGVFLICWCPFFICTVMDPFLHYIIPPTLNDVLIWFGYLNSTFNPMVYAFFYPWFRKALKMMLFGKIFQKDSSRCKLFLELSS
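Benchmarks: low control DMSO, high control PEA (EC100); System: CHO RD-HGA16 cells carrying human TAAR1 plus Gα16; Detection: Fluo-8 fluorescence, 5 s baseline then 140 s kinetic read; Schedule: 17-24 h plating, Fluo-8 75 min 37 °C, 30 min RT; Read-out basis: % activation from peak over basal fluorescence ratio, DMSO-to-PEA scaled.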
M5 antag: human M5 muscarinic receptor antagonists, primary screen, CHO cells, Fluo-8 calcium fluorescence | CHO-hM5 cells, ACh EC80 | AID 624040, 2012 | actives 0.59% (n = 360,000) | Muscarinic acetylcholine receptor M5 (Homo sapiens), P08912 | inhibition, % at 3 µM;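 active = inhibition above a per-plate cutoff, the mean of that plate's test compounds plus 3 SD, cut at about 27% in these data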;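 also: 0% = acetylcholine EC80 with DMSO and 100% = DMSO without agonist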
M5 PAM: human M5 muscarinic receptor positive allosteric modulators, primary screen, CHO-K1 cells, Fluo-8 calcium fluorescence; CHO-K1 hM5, ACh EC20 PAM; 0% = ACh EC20, 100% = ACh EC100; actives 0.3% (n = 360,000); activation, % at 3 µM; Muscarinic acetylcholine receptor M5 (Homo sapiens), P08912; AID 624038, 2012;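 active = activation above the run cutoff, the mean activation of all test compounds plus 3 SD, cut at about 18% in these data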
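Test system: CHO-K1 hM5 cells / Doses: single-point, 3 µM nominal / Times: Post-acetylcholine fluorescence recording 140 s / Technique: Fluo-8 calcium fluorescence / Measure: Max/basal fluorescence ratio as % of EC20–EC100 ACh window / Benchmarks: low control EC20 acetylcholine (0%), high control EC100 acetylcholine (100%) / Replicates: one well per compound, no replicates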
CHRM1 agonist: human M1 muscarinic receptor agonists, primary screen, Fluo-8 calcium fluorescence, CHO-K1 cells, HTS; Muscarinic acetylcholine receptor M1 (Homo sapiens), P11229; CHO-K1 hM1, agonist mode; 0% DMSO, 100% acetylcholine EC100; activation, % at 3 µM; actives 0.33% (n = 360,000); AID 588814, 2011;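 active = activation above the run's mean compound activation plus 3 SD, cut at about 16% in these data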;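 also: peak over basal fluorescence ratio within a 140 s kinetic read after compound addition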
CHRM5 agonist: human M5 muscarinic receptor agonists, primary screen, CHO-K1 cells, Fluo-8 calcium fluorescence; Muscarinic acetylcholine receptor M5 (Homo sapiens), P08912; CHO-K1 hM5 cells; 0% DMSO wells, 100% maximal acetylcholine response; activation, % at 3 µM; actives 0.19% (n = 360,000);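 active = activation above the run's mean over test compounds plus 3 SD, cut at about 23% in these data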;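 also: signal is peak over basal fluorescence ratio across the kinetic read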
CHRM4 antagonist: human M4 muscarinic receptor antagonists, primary screen, CHO cells, Fluo-8 calcium fluorescence; Muscarinic acetylcholine receptor M4 (Homo sapiens), P08173; CHO-hM4 cells, ACh EC80; inhibition, % at 3 µM; actives 0.73% (n = 360,000);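 active = inhibition above its plate's cutoff, the mean inhibition of sample wells plus 3 SD, cut at about 27% in these data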;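 also: 0% = acetylcholine EC80 with DMSO and 100% = DMSO without agonist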
M1 antag: human M1 muscarinic receptor antagonists, primary screen, CHO-K1 cells, Fluo-8 calcium fluorescence, 1536-well | Muscarinic acetylcholine receptor M1 (Homo sapiens), P11229 | CHO-K1 hM1, ACh EC80 antagonist | inhibition, % at 3 µM | actives 1.3% (n = 360,000) | AID 588852, 2011;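 active = percent inhibition above its own plate's cutoff, namely the mean of that plate's compound wells plus 3 SD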;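 also: peak over basal fluorescence ratio during 140 s after agonist addition; 0% = ACh EC80 plus DMSO and 100% = DMSO alone without agonist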
The depositor's hits bear a star; . = no result given.

CHRM5 agonist	M5 antag	M1 antag	CHRM1 PAM	CHRM4 antagonist	TAAR1 ag	CHRM1 agonist	M4 ag	M5 PAM	Compound
0	1	2	-3	-1	1	-4	1	-2	CC(N)c1ccc(Cl)cc1Cl (stereo unspecified)
-6	4	-8	3	4	11	-4	1	-8	O=C(c1ccc(NS(=O)(=O)c2cccs2)cc1)N1CCN(c2ccccc2Cl)CC1
-7	-3	1	2	-7	2	-5	-1	-2	COc1ccccc1C1CCN(Cc2ccc(Cl)c(Cl)c2)CC1
-1	-12	-4	7	-2	3	-7	1	-14	COc1ccc(C2C(C#N)=C(N)Oc3c2ccc2cccnc32)cc1OC (stereo unspecified)
1	4	2	-1	-5	2	-3	0	-2	CC1(CCc2ccccc2)NC(=O)N(CC(=O)Nc2ccccc2C#N)C1=O (stereo unspecified)
-3	-17	-6	7	-5	5	-6	2	3	COc1ccc(NC(=S)N2CCN(C/C=C/c3ccccc3)CC2)cc1
5	-3	-3	9	0	0	-1	3	9	CCO[C@H]1OC(C(N)=O)=C[C@@H](c2ccccc2)[C@@H]1CCCO
-1	0	5	-2	6	0	-4	1	1	COc1ccc(C(=O)NCCCNC(=O)c2cnccn2)cc1Br
-5	2	-7	4	7	3	-9	2	2	O=C(COC(=O)c1cc2ccccc2oc1=O)c1cccc([N+](=O)[O-])c1
5	19	3	2	5	0	0	16	-7	O=C(CSc1nnnn1-c1ccc(F)cc1)NCc1cccs1
1	13	-4	13	10	18	1	0	0	COc1ccc(/C=N/Nc2ccc(C(=O)O)cc2)c(OC)c1OC
2	-2	-3	0	-3	4	-4	9	-4	COc1ccc(S(=O)(=O)Nc2ccccc2-c2nc3ccccc3[nH]c2=O)cc1
2	0	-21	11	5	7	-1	0	8	Cc1cc(Cl)c(S(=O)(=O)Nc2cc(S(=O)(=O)N3CCOCC3)ccc2F)cc1OCC(N)=O
2	-2	-16	-10	-15	8	3	7	-2	COc1ccc(CCNc2ncnc3[nH]ncc23)cc1OC
-2	-2	-12	7	4	2	-8	3	-2	COc1cc(NC(=O)CCN2CCN(c3ccccc3F)CC2)cc(OC)c1

Single records, from the list above. Screens in order: CHRM5 agonist	M5 antag	M1 antag	CHRM1 PAM	CHRM4 antagonist	TAAR1 ag	CHRM1 agonist	M4 ag	M5 PAM
`COc1ccc(NC(=S)N2CCN(C/C=C/c3ccccc3)CC2)cc1` is listed with -3	-17	-6	7	-5	5	-6	2	3
`Cc1cc(Cl)c(S(=O)(=O)Nc2cc(S(=O)(=O)N3CCOCC3)ccc2F)cc1OCC(N)=O` is listed with 2	0	-21	11	5	7	-1	0	8
`COc1ccc(S(=O)(=O)Nc2ccccc2-c2nc3ccccc3[nH]c2=O)cc1` is listed with 2	-2	-3	0	-3	4	-4	9	-4
`COc1ccc(C2C(C#N)=C(N)Oc3c2ccc2cccnc32)cc1OC` (stereo unspecified) is listed with -1	-12	-4	7	-2	3	-7	1	-14

(further entries)
CHRM5 agonist	M5 antag	M1 antag	CHRM1 PAM	CHRM4 antagonist	TAAR1 ag	CHRM1 agonist	M4 ag	M5 PAM	Compound
-3	1	-8	5	17	0	-4	1	5	CCc1ccccc1NC(=S)N(Cc1ccco1)C(C)c1cccs1 (stereo unspecified)
2	-5	-23	16	-17	3	-2	2	6	COC(=O)C[C@@H]1C[C@H]2c3cc(NC(=O)CC4CC4)ccc3O[C@H]2[C@@H](CO)O1
0	13	11	-9	11	0	-3	9	-18	O=C1c2cc([N+](=O)[O-])ccc2-c2ncccc21
-2	12	1	-1	6	1	-2	0	-9	Cc1cccc(C(=O)Oc2cccc3c(O)cccc23)c1
2	-3	18	-9	-4	1	-3	18	0	COc1ccccc1NC(=O)CSc1nnc(Cc2ccccc2)o1
-3	-6	10	-10	3	5	-4	0	0	CCOC(=O)c1cnc(SCc2cccc3ccccc23)nc1N
1	-2	-11	14	-8	11	-1	0	12	CCCCCCCCNC(CO)(CO)CO
-2	0	-5	6	-1	0	-4	3	-3	Nc1nn(-c2ccccc2)c(N)c1N=Nc1ccccc1
-2	1	1	-2	6	0	-4	0	-3	O=C(Nc1cccc(NC(=O)C2CC2)n1)C1CC1
6	19	21	-6	36*	29	6	12	-10	N#C/C(=C/c1ccc(N2CCOCC2)o1)c1ccc(Br)cc1
-2	2	-4	2	9	-1	-5	0	0	COc1cc(C2Nc3ccc4ncccc4c3C3=C2C(=O)CC(C)(C)C3)cc(OC)c1O (stereo unspecified)
-3	-5	-5	3	-6	2	-14	1	12	Cn1cc(CNCC2CCCO2)c(-c2ccc(Oc3ccccc3)cc2)n1 (stereo unspecified)
0	2	-11	23	-19	-1	5	2	7	COc1ccc(Cl)cc1NC(=O)CSc1nc(NS(=O)(=O)c2ccc(C)cc2)cc(=O)[nH]1
-4	7	-8	6	-8	6	-7	2	-2	CC(=O)Nc1ccc(S(=O)(=O)NCCC(=O)N2CCc3ccccc32)cc1
-1	-1	-4	-2	-1	11	-4	1	-1	Oc1ccc(Br)cc1/C=N/N1CCN(Cc2ccccc2)CC1
-5	26	14	5	8	.	-3	2	-16	c1ccc(-[n+]2nc(Nc3cccc4ccccc34)sc2-c2c3ccccc3cc3ccccc23)cc1
4	-5	-3	6	-5	9	-1	3	3	O=C(COC(=O)c1ccccn1)Nc1cccc(Cl)c1
2	-11	-19	12	-2	4	-4	1	6	CCOC(=O)c1cnc(SSc2ncc(C(=O)OCC)c(N)n2)nc1N
-2	2	-4	3	-9	0	-6	1	2	O/N=C\c1cnc(N2CCN(c3ccccc3)CC2)s1
-1	9	-17	11	-2	-2	-1	1	1	Cc1ccc2c(CC(=O)N3CCN(c4ccccc4)CC3)coc2c1
1	0	-6	11	0	6	-9	2	7	ClCCCc1cn(C[C@H]2CC[C@@H]([C@@H]3CC[C@H](Cn4cc(CCCCl)nn4)O3)O2)nn1
-1	-7	9	3	0	3	-4	1	-4	N/C(=N/OS(=O)(=O)c1ccc([N+](=O)[O-])cc1)c1ccncc1
-4	-3	-22	15	-2	-1	-7	-1	3	Cc1ccccc1-n1c(-c2csc(C)c2C)n[nH]c1=S
1	-3	2	5	4	23	-4	0	-2	Cc1cccc(C)c1NC(=O)CC(NCCc1ccccc1)C(=O)O (stereo unspecified)
0	-7	-10	9	1	-2	0	1	5	CCc1nnc(NC(=O)CCNC(=O)c2ccco2)s1
0	11	-1	4	-6	20	-9	-1	-6	O=c1cc(N2CCc3ccccc3C2)[nH]c(=O)n1-c1ccc(Cl)cc1
3	11	0	9	5	-1	-1	0	3	COC(=O)c1c(NC(=O)C2CCCCC2C(=O)O)sc2c1CCCCC2 (stereo unspecified)
-1	-4	-19	9	-5	1	-5	1	-1	CN1CCN(c2cc(-c3cccc(C(=O)O)c3)nc3ccnn23)CC1
4	9	-6	2	-3	.	-1	1	-7	CCCn1c(C(C)Nc2nc(-c3ccc(Cl)c([N+](=O)[O-])c3)cs2)nc2cc(Cl)c(N3CCCCC3)cc21 (stereo unspecified)
-3	-7	-8	9	0	3	-2	1	0	CC1=NN2C(=N)/C(=C\c3ccc(SCc4ccccc4)o3)C(=O)N=C2S1
0	1	-5	6	-3	1	-4	0	-2	Cc1cccc(C)c1NC(=O)CC(NCc1ccco1)C(=O)O (stereo unspecified)
3	11	-4	9	-1	7	-3	3	-3	COc1ccc(-c2cc3ccccc3n2CC(O)CN2CCC(C)CC2)cc1 (stereo unspecified)
-1	-1	-1	3	2	1	-4	1	-4	NC(=Nc1c([N+](=O)[O-])cnc2ccccc12)N1CCOCC1
2	15	19	-13	-7	25	-4	19	-13	C=CCSc1nnc(C)c(/C=C/Nc2ccc(Cl)cc2)n1
-3	0	5	-2	3	2	-6	1	-1	CCCOc1nc2ccccc2cc1/C=C/C(=O)O
-2	-2	-8	11	5	7	-1	1	0	COc1ccccc1NC(=O)Cn1c(=O)sc2ccccc21
2	5	-6	2	-6	10	-4	1	-4	Cc1cc(OC(C)C(=O)N2C[C@H]3C[C@@H](C2)c2cccc(=O)n2C3)c2c(C)c(C)c(=O)oc2c1 (stereo partly specified)
2	-6	-8	12	16	5	-3	-2	9	CCOC(=O)/C(C(=O)Nc1ccccc1Br)=C1/NC(C)(C)Cc2ccccc21
2	22	14	-9	-2	10	0	14	-16	CCOC(=O)C1=C(C)Nc2ccccc2N=C1NC(=O)C1CCN(C(=O)c2ccccc2C)CC1
0	0	-12	8	-8	2	0	0	1	O=C(Nc1nc2c(F)cccc2s1)c1ccc([N+](=O)[O-])o1
2	-4	12	-1	2	1	-4	1	-1	COc1ccc(NC(=O)NS(=O)(=O)c2ccc(C)cc2)cc1OC
-1	10	-9	12	-11	7	-4	0	-4	COC(=O)c1c(-c2ccc(OC)cc2)sc2cc3c(cc12)OCO3

A portion of the library; the hit share may differ from the screen's.
